# Assay outcomes as filed in PubChem.
# CSN deneddyl inh – CSN deneddylation inhibition; inhibition, % at 12.5 µM; Purified CSN, SCF-Nedd8-OG deneddylation, fluorescence polarization; 360,000 compounds, 0.38% hits;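 active = pattern-corrected inhibition above about 35%, with an unprinted fluorescence ratio check between 0.5 and 1.5, limit read from the data, passing the limit was not always enough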;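 note: 0% = enzyme with substrate and 100% = substrate without enzyme; some results filed as inactive read as strong as hits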
#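 Assay system: purified human Csn5 enzyme expressed in HEK293T cells; measure: % inhibition; also added: SCFSkp2-Nedd8OG substrate at 10 nM final; technique: fluorescence polarization; times: reaction 90 min, room temperature; medium: Tris buffer pH 7.5, NaCl, DTT, Tween-20, trehalose, ovalbumin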
# LMPTP inh – blocks human LMPTP phosphatase; recombinant LMPTP-A, OMFP fluorogenic substrate, fluorescence intensity; inhibition, % at 20 µM; 360,000 compounds, 0.22% hits;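 active = compounds that cut the enzyme signal by at least half of the control window in the single-dose screen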;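 note: plate controls were DMSO wells with enzyme plus substrate for no effect and substrate without enzyme for full effect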
#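 Test system: LMPTP-A phosphatase enzyme. Amount: LMPTP-A at 0.625 nM final in the reaction. Reagent: OMFP substrate, 400 µM final. Times: 50 min at room temperature. Signal: endpoint fluorescence intensity from OMFP dephosphorylation. Read-out basis: % inhibition. Benchmarks: no-enzyme and uninhibited controls.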
# SUMO1 PPI mod – SUMO1-SIM interaction modulation; inhibition, % at 20 µM; AID 602429; 360,000 compounds, 0.33% hits; SUMO1 binding to a labelled peptide, TR-FRET, 1 h; P63165; in the data active = inhibition above about 37%
# Neddyl block – cullin neddylation inhibition; 360,000 compounds, 0.58% hits; calls only at 25 µM; P61081+Q13564; TR-FRET cullin neddylation, biochemical; AID 651699; in the data active = inhibition above about 36%
# Scp1 inh – Scp-1 (human) phosphatase inhibition | Q9GZU7 | Recombinant Scp1, phosphopeptide, malachite green phosphate absorbance | inhibition, % at 20 µM | 340,000 compounds, 0.88% hits;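 active = inhibition above about 50% at 20 µM, limit read from the data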;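 note: plate controls were DMSO wells with enzyme for no effect and wells lacking enzyme for full effect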
#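 System: truncated SCP-1 phosphatase (76-261aa); medium: Tris acetate buffer pH 5.5 with MgCl2 and Tween-20; incubation: 45 min room-temperature reaction, 5 min colour, 30 min stabiliser; compound: single 20 µM dose, 1% DMSO; reagent: Phosphorylated 17-residue peptide substrate; read-out: % inhibition at 20 µM; technique: colorimetric free-phosphate detection, absorbance 630 nm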
# NadD block – blocks S. aureus nicotinate mononucleotide adenylyltransferase; purified NadD enzyme, colorimetric absorbance read-out; inhibition, % at 20 µM; 360,000 compounds, 0.78% hits; AID 602399; in the data active = inhibition above about 26%; note: some compounds past the cut are filed as inactive
# STEP block – blocks human striatal-enriched tyrosine phosphatase. P54829. recombinant STEP, OMFP fluorogenic substrate, fluorescence. inhibition, % at 20 µM. 360,000 compounds, 0.25% hits. AID 588621;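 active = inhibition at 20 µM, scaled per plate between control wells, above about 37%, limit read from the data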;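 note: 0% = DMSO with enzyme and substrate and 100% = substrate only without enzyme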
#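 Material: STEP (striatal-enriched tyrosine phosphatase) enzyme, cell-free | Medium: 50 mM Bis-Tris pH 6.0 with 2.5 mM DTT and 0.005% Tween 20 | Read-out: Percent inhibition scaled to no-enzyme and uninhibited-enzyme controls, plate-pattern corrected | Signal: Fluorescence read at 480 nm ex / 540 nm em | Times: 20 min reaction, room temperature, in the dark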
# Rpn11 block – blocks the human proteasome subunit Rpn11; O00487; human 26S proteasome, Ub4-pepOG fluorescence polarization; 20S core pre-blocked with epoxomicin; calls only at 20 µM; 360,000 compounds, 0.59% hits; AID 588493;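 active = inhibition at 20 µM, scaled to each plate's controls, above about 33%, limit read from the data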
# DNMT1 inh – inhibitors of human DNMT1; P26358; DNMT1 molecular beacon, Hinp1I cleavage, fluorescence; inhibition (reported as % activation of signal), % at 10 µM; 360,000 compounds, 0.83% hits; AID 588458; in the data active = inhibition above about 50%
# Rin1 Abl inh – inhibitors of human Rin1-Abl protein interaction; P00519+Q13671; TR-FRET Rin1/Abl binding, biochemical; inhibition, % at 7.35 µM; 360,000 compounds, 0.4% hits; in the data active = inhibition above about 5%, passing the limit was not always enough
# Target sequence (P00519 whole entry, looked up): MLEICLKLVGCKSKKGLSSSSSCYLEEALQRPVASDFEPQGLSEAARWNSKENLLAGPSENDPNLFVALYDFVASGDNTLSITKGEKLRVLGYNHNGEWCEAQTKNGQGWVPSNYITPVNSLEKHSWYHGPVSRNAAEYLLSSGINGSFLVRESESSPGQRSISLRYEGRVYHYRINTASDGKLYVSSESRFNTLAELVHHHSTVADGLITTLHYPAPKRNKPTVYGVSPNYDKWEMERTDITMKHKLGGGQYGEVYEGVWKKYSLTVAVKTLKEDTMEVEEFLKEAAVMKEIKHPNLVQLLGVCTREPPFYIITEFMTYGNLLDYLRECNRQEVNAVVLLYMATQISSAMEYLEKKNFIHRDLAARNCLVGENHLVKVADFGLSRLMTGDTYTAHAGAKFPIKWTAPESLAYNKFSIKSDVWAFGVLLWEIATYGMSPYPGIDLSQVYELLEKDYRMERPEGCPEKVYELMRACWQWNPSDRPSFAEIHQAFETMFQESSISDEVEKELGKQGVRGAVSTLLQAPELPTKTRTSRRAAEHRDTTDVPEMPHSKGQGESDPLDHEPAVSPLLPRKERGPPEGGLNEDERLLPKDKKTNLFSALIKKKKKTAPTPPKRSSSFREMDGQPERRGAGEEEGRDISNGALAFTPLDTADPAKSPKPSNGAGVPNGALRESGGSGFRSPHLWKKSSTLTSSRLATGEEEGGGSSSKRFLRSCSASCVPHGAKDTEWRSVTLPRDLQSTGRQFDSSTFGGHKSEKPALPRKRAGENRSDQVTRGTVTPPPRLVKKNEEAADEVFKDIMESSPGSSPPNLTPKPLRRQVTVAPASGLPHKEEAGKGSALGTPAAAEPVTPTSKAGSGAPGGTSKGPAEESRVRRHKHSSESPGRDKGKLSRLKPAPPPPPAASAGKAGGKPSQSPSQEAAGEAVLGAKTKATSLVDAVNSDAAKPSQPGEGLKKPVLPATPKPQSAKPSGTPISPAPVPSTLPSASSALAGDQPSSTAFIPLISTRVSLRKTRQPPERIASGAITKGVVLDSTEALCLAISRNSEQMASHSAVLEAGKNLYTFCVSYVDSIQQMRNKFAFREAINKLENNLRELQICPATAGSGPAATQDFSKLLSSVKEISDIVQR
# Target sequence (Q13671 whole entry, looked up): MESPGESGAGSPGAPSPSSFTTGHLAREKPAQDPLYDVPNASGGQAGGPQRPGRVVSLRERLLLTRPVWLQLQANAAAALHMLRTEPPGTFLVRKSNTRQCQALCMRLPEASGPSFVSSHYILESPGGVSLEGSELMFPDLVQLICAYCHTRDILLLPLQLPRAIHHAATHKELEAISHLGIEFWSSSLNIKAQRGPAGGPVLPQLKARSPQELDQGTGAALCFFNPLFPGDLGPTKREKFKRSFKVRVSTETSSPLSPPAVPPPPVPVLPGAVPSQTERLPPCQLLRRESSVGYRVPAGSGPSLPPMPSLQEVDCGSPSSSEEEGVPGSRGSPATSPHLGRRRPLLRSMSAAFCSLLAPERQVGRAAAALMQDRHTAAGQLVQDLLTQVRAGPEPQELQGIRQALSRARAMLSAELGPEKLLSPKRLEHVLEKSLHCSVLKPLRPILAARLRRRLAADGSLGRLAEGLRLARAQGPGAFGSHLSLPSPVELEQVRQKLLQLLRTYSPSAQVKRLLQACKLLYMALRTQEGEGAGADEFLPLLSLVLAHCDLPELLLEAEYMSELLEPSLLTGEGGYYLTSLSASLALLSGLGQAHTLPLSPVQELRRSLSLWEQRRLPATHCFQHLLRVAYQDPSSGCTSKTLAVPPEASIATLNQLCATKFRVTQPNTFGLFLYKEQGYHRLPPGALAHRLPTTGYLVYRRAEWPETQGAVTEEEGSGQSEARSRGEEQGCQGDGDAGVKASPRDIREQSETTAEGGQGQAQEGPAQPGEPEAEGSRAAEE
# * hit, by the source's call; i = inactive; / = no result given; + = active, no number.
# Order of results: CSN deneddyl inh, LMPTP inh, SUMO1 PPI mod, Neddyl block, Scp1 inh, NadD block, STEP block, Rpn11 block, DNMT1 inh, Rin1 Abl inh
1. CCOC(=O)C1CCCCN1Cc1ccc(F)c(Br)c1 (stereo not drawn)
 : -1, -0.4, 3, i, -2, 1, -1, i, 3, 0
2. O=C(CSCc1c(Cl)cccc1Cl)Nc1cccnc1
 : -3, 0.1, -1, i, 2, -2, 1, i, 1, -4
3. Cc1ccc(C2CC(c3cccs3)=NN2C(=O)CCl)cc1 (stereo not drawn)
 : 16, -1.5, -17, /, -4, -2, -1, +, 17, -5
4. CCCN(CCC)S(=O)(=O)c1ccc(C(=O)NCc2n[nH]c(=S)n2-c2ccc(Cl)c(Cl)c2)cc1
 : 6, 0.2, 2, i, -3, 17, -1, i, 3, 0
5. c1ccc(-n2nnnc2SCc2cn3ccccc3n2)cc1
 : -1, 0.0, -2, i, 5, 6, 0, i, 4, -3
6. C[C@@H]1CN(c2nc3nonc3nc2N2CCSCC2)C[C@H](C)O1
 : -6, -0.5, -11, i, 4, -2, 0, i, 0, 4
7. COc1ccc(N=c2oc3c(OC)cccc3cc2C(=O)NCc2ccco2)cc1OC
 : 4, 1.6, -20, i, 22, -1, 3, i, -14, -7
8. Cc1c(C(=O)O)sc2nc(-c3cccs3)cc(C(F)(F)F)c12
 : 4, 2.8, 2, i, -1, -1, 0, i, -1, 4
9. CCc1sc(NC(=O)CCC(=O)O)nc1-c1cc2ccccc2oc1=O
 : 3, 0.0, -5, i, -8, 1, 1, i, 0, -2
10. COc1ccc(-c2nc(-c3ccc(NC(=O)c4ccc(Br)o4)cc3)no2)cc1OC
 : -2, -0.7, 1, i, -10, -14, -2, i, -4, 1
11. Cc1ccc(S(=O)(=O)N2CCOCC2)cc1NC(=O)COC(=O)Cn1c(C)csc1=O
 : 3, -0.8, 3, i, 1, 1, -1, i, 2, 2
12. CCOC(=O)c1cnc(SCC(=O)OCC(=O)N(CC)C2CCS(=O)(=O)C2)nc1N (stereo not drawn)
 : -1, 0.0, 0, i, -1, 3, -2, i, 2, 0
13. CC1CC(C)CN(CC(=O)Nc2ccc(S(N)(=O)=O)cc2)C1 (stereo not drawn)
 : -3, -1.5, -2, i, -5, 2, 0, i, 3, 0
14. C[C@]12c3[nH]c4ccccc4c3CCN1C(=O)C(CC(=O)NCCN1CCOCC1)C[C@@H]2C(=O)N1CCOCC1 (stereo partly drawn)
 : -2, -2.5, 1, i, 4, -1, -4, i, 2, -1
15. Cc1ccc(C(=O)N(CC(=O)NC2CCCC2)c2ccc3c(c2)OCCO3)s1
 : 3, -0.4, 29, i, -8, -5, -2, i, -1, 1

# Sorted by molar mass (largest number first): some entries from above.
# Order of results: CSN deneddyl inh, LMPTP inh, SUMO1 PPI mod, Neddyl block, Scp1 inh, NadD block, STEP block, Rpn11 block, DNMT1 inh, Rin1 Abl inh
4. CCCN(CCC)S(=O)(=O)c1ccc(C(=O)NCc2n[nH]c(=S)n2-c2ccc(Cl)c(Cl)c2)cc1
 : 6, 0.2, 2, i, -3, 17, -1, i, 3, 0
14. C[C@]12c3[nH]c4ccccc4c3CCN1C(=O)C(CC(=O)NCCN1CCOCC1)C[C@@H]2C(=O)N1CCOCC1 (stereo partly drawn)
 : -2, -2.5, 1, i, 4, -1, -4, i, 2, -1
11. Cc1ccc(S(=O)(=O)N2CCOCC2)cc1NC(=O)COC(=O)Cn1c(C)csc1=O
 : 3, -0.8, 3, i, 1, 1, -1, i, 2, 2
12. CCOC(=O)c1cnc(SCC(=O)OCC(=O)N(CC)C2CCS(=O)(=O)C2)nc1N (stereo not drawn)
 : -1, 0.0, 0, i, -1, 3, -2, i, 2, 0
15. Cc1ccc(C(=O)N(CC(=O)NC2CCCC2)c2ccc3c(c2)OCCO3)s1
 : 3, -0.4, 29, i, -8, -5, -2, i, -1, 1
1. CCOC(=O)C1CCCCN1Cc1ccc(F)c(Br)c1 (stereo not drawn)
 : -1, -0.4, 3, i, -2, 1, -1, i, 3, 0
8. Cc1c(C(=O)O)sc2nc(-c3cccs3)cc(C(F)(F)F)c12
 : 4, 2.8, 2, i, -1, -1, 0, i, -1, 4
6. C[C@@H]1CN(c2nc3nonc3nc2N2CCSCC2)C[C@H](C)O1
 : -6, -0.5, -11, i, 4, -2, 0, i, 0, 4
2. O=C(CSCc1c(Cl)cccc1Cl)Nc1cccnc1
 : -3, 0.1, -1, i, 2, -2, 1, i, 1, -4
3. Cc1ccc(C2CC(c3cccs3)=NN2C(=O)CCl)cc1 (stereo not drawn)
 : 16, -1.5, -17, /, -4, -2, -1, +, 17, -5
5. c1ccc(-n2nnnc2SCc2cn3ccccc3n2)cc1
 : -1, 0.0, -2, i, 5, 6, 0, i, 4, -3

# (cont.)
# Order of results: CSN deneddyl inh, LMPTP inh, SUMO1 PPI mod, Neddyl block, Scp1 inh, NadD block, STEP block, Rpn11 block, DNMT1 inh, Rin1 Abl inh
16. Cc1cc(NS(=O)(=O)c2ccc(NC(=O)C(C)N3C(=O)c4ccccc4C3=O)cc2)nc(C)n1 (stereo not drawn)
 : -1, -2.3, 2, i, -8, -2, -2, i, 3, 0
17. Cc1ccc[n+](CC(=O)c2ccc(Br)cc2)c1
 : 6, -2.0, 0, i, -8, -1, 1, i, 0, -2
18. CCc1ccc(-c2csc3ncn(CC(=O)N4CCOCC4)c(=O)c23)cc1
 : -3, 0.6, -2, i, -1, 1, -1, i, 1, 3
19. COc1ccc(C=C2CS(=O)(=O)CC(=Cc3ccc(OC)cc3)C2=O)cc1
 : 19, 0.7, 1, i, /, -7, 0, i, 19, 6
20. CCCC1=C(C(=O)OCC)C(c2ccc(O)cc2)n2ncnc2N1 (stereo not drawn)
 : -4, 1.9, 4, i, -3, 5, -9, i, 0, -3
21. CC(=O)c1ccc(NC(=O)CCNS(=O)(=O)c2ccccc2F)cc1
 : 0, -0.3, 3, i, -6, 0, -1, i, 1, 2
22. COCCCNC(=O)CCn1c(=O)c2ccccc2n(CC(=O)Nc2ccc(C)cc2C)c1=O
 : 0, -1.1, 3, i, -3, -1, -5, i, 1, 0
23. O=C(Nc1cnn(Cc2ccc(F)cc2)c1)c1noc2c1CCCC2
 : 3, 0.2, -11, i, -6, -5, -2, i, -7, 1
24. S=C1NCN(Cc2cccnc2)CN1c1cccc2ccccc12
 : -1, -0.4, -5, i, -2, -3, 2, i, 6, -2
25. CCN(CC)S(=O)(=O)c1cccc(NC(=O)COC(=O)C2COc3ccccc3O2)c1 (stereo not drawn)
 : -2, 0.6, 6, i, -5, -4, -2, i, 4, 2

# Compound profiles, from the list above. Values in the order: CSN deneddyl inh | LMPTP inh | SUMO1 PPI mod | Neddyl block | Scp1 inh | NadD block | STEP block | Rpn11 block | DNMT1 inh | Rin1 Abl inh
# Cc1ccc[n+](CC(=O)c2ccc(Br)cc2)c1 as listed: 6 | -2.0 | 0 | i | -8 | -1 | 1 | i | 0 | -2
# COc1ccc(C=C2CS(=O)(=O)CC(=Cc3ccc(OC)cc3)C2=O)cc1 as listed: 19 | 0.7 | 1 | i | / | -7 | 0 | i | 19 | 6
